Compound activity (PubChem)
APJ antag: antagonists of human APJ apelin receptor | P35414 | CHO-K1 APJ beta-arrestin complementation, luminescence | inhibition, % at 20 µM | 330,000 tested, 0.32% active;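 active = inhibition above about 40% at 20 µM, limit read from the data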;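 also: cells challenged with 10 nM apelin-13 agonist together with compound; plate controls were apelin-13 plus DMSO wells for no effect and DMSO wells lacking apelin-13 for full effect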
Target sequence (P35414 whole entry, looked up): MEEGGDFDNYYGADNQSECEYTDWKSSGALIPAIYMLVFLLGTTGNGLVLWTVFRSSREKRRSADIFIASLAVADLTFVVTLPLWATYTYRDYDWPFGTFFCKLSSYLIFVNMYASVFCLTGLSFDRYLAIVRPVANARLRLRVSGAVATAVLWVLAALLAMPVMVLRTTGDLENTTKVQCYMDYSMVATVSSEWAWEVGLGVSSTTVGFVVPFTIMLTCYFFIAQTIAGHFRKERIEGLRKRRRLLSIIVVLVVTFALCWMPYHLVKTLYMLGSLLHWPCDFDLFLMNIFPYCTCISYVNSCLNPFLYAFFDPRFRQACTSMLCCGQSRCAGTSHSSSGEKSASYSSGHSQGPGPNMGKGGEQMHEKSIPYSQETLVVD
Mdm2 MdmX PPI: inhibitors of human Mdm2/MdmX interaction; 330,000 tested, 3% active; AID 485346; SaOS-2 split-luciferase Mdm2/MdmX complementation, luminescence; inhibition, % at 8 µM;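 active = inhibition of at least 50% at 8 µM in the primary screen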
TIM10 inh: growth inhibitors of TIM10 yeast strain; S. cerevisiae TIM10 strain growth, BacTiter-Glo luminescence, 24 h; inhibition, % at 10 µM; 330,000 tested, 1.4% active; AID 463195;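 active = inhibition of 40% or more at the single tested concentration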;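 also: wild-type TIM10 isogenic control strain grown at permissive 25 °C; 0% = DMSO yeast wells and 100% = minimal medium wells without yeast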
tim10-1 inh: growth inhibitors of tim10-1 mutant yeast | AID 463190 | 330,000 tested, 2.2% active | inhibition, % at 20 µM | S. cerevisiae tim10-1 ts strain growth, BacTiter-Glo, 24 h;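 active = inhibition of at least 40%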;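 also: mutant grown at 25 °C; 0% = DMSO wells with yeast and 100% = wells holding no yeast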
UPR XBP1 act: adaptive UPR (XBP1) activation. 330,000 tested, 0.33% active. CHO-XBP1 luciferase reporter, IRE1-XBP1 UPR activation, luminescence; percent of tunicamycin response, DMSO as zero. activation, % at 20 µM. AID 463104;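 active = versus positive control, 20 µM dose yields 30% or more activation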;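 also: 100% = tunicamycin at 10 µg/mL and 0% = DMSO only wells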
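incubation = overnight seeding at 37 °C, 6 h compound treatment at 37 °C | assay system = CHO-XBP1 cells stably carrying IRE1-XBP1-driven luciferase reporter | input = 1000 cells per well | detection = luciferase luminescence | dosing = single point, 20 µM final compound, 1% DMSO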
CXCR6 block: CXCR6 (human) receptor inhibition. O00574. CHO-K1 PathHunter CXCR6 beta-arrestin, luminescence. inhibition, % at 20 µM. 360,000 tested, 0.36% active. AID 602244; in the data active = inhibition above about 34%, passing the limit was not always enough;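 also: antagonist mode with CXCL16 agonist at 10 nM final; 0% = 10 nM CXCL16 with DMSO and 100% = unstimulated wells without agonist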
Target sequence (O00574 whole entry, looked up): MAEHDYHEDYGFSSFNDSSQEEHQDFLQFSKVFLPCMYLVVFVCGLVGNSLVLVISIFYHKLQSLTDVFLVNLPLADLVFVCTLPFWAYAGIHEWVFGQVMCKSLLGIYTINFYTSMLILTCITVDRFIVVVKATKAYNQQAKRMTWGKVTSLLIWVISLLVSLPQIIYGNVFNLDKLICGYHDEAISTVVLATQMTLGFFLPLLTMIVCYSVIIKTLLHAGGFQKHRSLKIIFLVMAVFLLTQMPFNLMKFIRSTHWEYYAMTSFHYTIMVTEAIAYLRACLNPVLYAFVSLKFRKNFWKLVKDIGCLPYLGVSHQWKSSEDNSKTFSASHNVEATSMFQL
tim23-1 inh: growth inhibitors of tim23-1 mutant yeast | inhibition, % at 20 µM | S. cerevisiae tim23-1 growth, BacTiter-Glo luminescence, 24 h | AID 463212 | 330,000 tested, 1.3% active;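 active = growth inhibition of the mutant yeast at or above 50%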;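 also: temperature-sensitive mutant grown at 25 °C; plate controls were DMSO-treated mutant yeast for no effect and medium wells lacking yeast for full effect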
UPR CHOP act: apoptotic UPR (CHOP) activation | CHO-CHOP luciferase reporter, luminescence; percent of tunicamycin response over DMSO baseline | activation, % at 10 µM | 330,000 tested, 0.34% active;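 active = at 10 µM dose, activation of 40% or more, normalized to positive control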;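 also: 100% = tunicamycin at 10 µg/mL and 0% = DMSO alone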
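Evaluation: % reporter activation, DMSO baseline versus tunicamycin full activation; System: CHO-CHOP luciferase reporter cell line; Input: 500 cells/well; Incubation: 6 h compound treatment, 37 °C; Measured by: Steady-Glo luciferase luminescence; Dosing: one dose, 10 µM in 0.5% DMSO; Buffer or medium: F12 medium, 10% FBS; Benchmarks: positive tunicamycin 10 µg/mL, negative DMSO alone.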
APJ agonist: agonists of human APJ apelin receptor | P35414 | CHO-K1 APJ PathHunter beta-arrestin, luminescence; 0% DMSO wells, 100% apelin | activation, % at 20 µM | 330,000 tested, 0.11% active | AID 2520;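 active = activation more than six SD over the plate average, tested at 20 µM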;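 also: 0% = DMSO alone and 100% = apelin-13 at 10 nM; some results filed as inactive read as strong as hits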
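Assay system: CHO-K1 APJ beta-arrestin complementation cell line / Compound: single test compound dose, 20 µM final, 1% DMSO / Times: overnight seeding, 90 min compound at 25 °C, 1 h detection / Technique: beta-gal luminescence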
Numbers without * were called inactive; . = no result given. Some of the compounds tested (hit frequency here may not be typical).

compound,APJ antag,Mdm2 MdmX PPI,TIM10 inh,tim10-1 inh,UPR XBP1 act,CXCR6 block,tim23-1 inh,UPR CHOP act,APJ agonist
COC(=O)c1cc(S(=O)(=O)Nc2cc(S(=O)(=O)N(C)C)ccc2C)oc1C,21,32,-4,-19,-1,7,4,0.1,-2
COC(=O)C1CCN(C(=O)CN2C(=O)NC3(CCC(C)CC3)C2=O)CC1 (stereo not given),6,7,-5,5,3,-1,10,1.4,-5
COc1ccc(N(C)S(=O)(=O)c2cccc(C(=O)NCc3ccc4c(c3)OCO4)c2)cc1,-10,-18,15,21,-2,2,26,-0.6,-2
COc1nccnc1NS(=O)(=O)c1ccc(NC(=S)NC(=O)/C=C/c2ccccc2)cc1,8,5,-3,-2,0,7,6,4.3,3
COc1ccc(C(=O)COC(=O)c2ccccc2C(=O)N(C)c2ccccc2)c(OC)c1,4,-3,8,25,0,8,18,3.7,-6
O=C1Nc2ccc(Br)cc2/C1=C/c1ccc(C(=O)O)cc1,-4,-9,17,-5,-5,.,11,1.7,-6
Cc1ccc(-c2nc(CS(=O)(=O)CC(=O)N3CCOCC3)c(C)o2)cc1,9,14,9,12,-4,-3,-7,-1.1,-2
COC(=O)C1=C(C)N(Cc2ccccc2)C(=S)N[C@H]1c1ccc(Br)cc1,8,19,33,14,0,4,45,1.8,-1
CCOC(=O)C1CCN(C(=O)c2oc3ccc(S(=O)(=O)N4CCCCCC4)cc3c2C)CC1,5,9,32,34,-2,-4,33,3.1,-3
Cc1ccc2oc(C(=O)N(Cc3ccccc3)C3CCS(=O)(=O)C3)c(C)c2c1 (stereo not given),-1,-10,4,6,-7,0,14,0.9,9
CCCN(CCC)S(=O)(=O)c1ccc2c(c1)CCCN2C(C)=O,17,-18,19,6,1,0,-2,-1.7,5
CCOC(=O)C(=NC1CCS(=O)(=O)C1)NNc1ccccc1Cl (stereo not given),-4,17,-80,-68,-1,-2,-14,-0.6,-4
Cc1ccc([C@@H]2CC=C(C(=O)O)[C@H](c3ccc(Cl)cc3)N2S(=O)(=O)c2ccc(C)cc2)cc1,0,-1,-3,29,0,-5,-3,0.0,-6
COc1ccc(CC(=O)NNS(=O)(=O)c2ccc3ccccc3c2)cc1OC,-5,13,-25,9,-3,-2,20,0.1,-2
COc1cccc(C(=O)Nc2cc(C(=O)NCCc3ccccc3)ccc2Cl)c1,12,2,23,21,-1,-7,16,-0.7,0
CCOc1ccc(-n2c(SCC(N)=O)nnc2-c2ccco2)cc1,-14,14,3,-8,0,-6,1,-1.4,0
CC(C)C[C@H]1COCCS(=O)(=O)N1Cc1cccc(C(F)(F)F)c1,-20,10,7,27,2,2,21,-1.2,10
CCOC(=O)[C@@H]1CCN(Cc2ccccc2)C[C@H]1c1ccccc1,-2,12,13,6,0,12,-10,0.3,-2
CCOC(=O)C1CCCN(c2c(NCCN3CCCCC3CC)c(=O)c2=O)C1 (stereo not given),0,-20,4,8,-1,-13,2,0.5,-4
CCc1c(C)nc(N2CCN(c3cccc(OC)c3)CC2)[nH]c1=O,8,10,-1,5,-5,6,14,1.8,-2
CC(=O)NCCn1c(SCC(=O)NCCc2ccc(S(N)(=O)=O)cc2)nc2ccccc2c1=O,-9,-27,25,18,-1,-3,13,1.6,-2
CCCCN1C(=O)N(c2ccccc2Cl)C(C)(O)CC1(C)C (stereo not given),-14,13,3,28,-4,-1,27,-1.8,-2
O=c1[nH]ncn2cccc12,-4,9,10,21,2,-8,13,-2.4,-2
CCOc1ccc(/C=C2/C(=N)N3OC(C)=CC3=NC2=O)cc1OC,-2,18,-7,-8,-3,5,12,-1.3,-3
COCC(C)NCc1cccc([N+](=O)[O-])c1 (stereo not given),11,0,-1,-6,2,-1,-8,-1.4,-4
CC1CCN(c2nc(Cl)nc(Nc3ccc([N+](=O)[O-])cc3)n2)CC1,-6,29,22,46*,1,-22,40,3.9,-3
NC(=O)CSc1nnc2ccc(-c3ccco3)nn12,14,5,-1,-4,1,3,-12,0.5,-3
CNCc1ccccc1Sc1ccc(OC)cc1,8,31,1,-11,-3,3,-6,0.1,-2
CCOc1ccccc1N1CCN(C(=O)c2cn(CC3CCCCC3)nn2)CC1,0,-42,16,26,1,6,24,5.8,-5
CCCCOCCCNC(=O)N[C@@H](CC(C)C)C(=O)O,11,24,4,-6,2,0,0,-1.3,-3
Cc1ccc(S(=O)(=O)Nc2ccccc2C(=O)NCc2cccnc2)cc1,0,1,14,2,0,-7,16,4.4,0
Cc1ccc(SCc2nc3ccccc3n2CC(=O)Nc2ccccc2)cc1,6,11,18,14,-1,14,23,0.3,-4
O=C(C[n+]1ccc(/C=N/O)cc1)N(Cc1ccccc1)Cc1ccccc1,-12,10,7,25,-1,-8,-3,-0.5,-1
COc1ccc(C(=O)N2CCN(c3cccc(Cl)c3)CC2)cc1,7,24,18,34,-2,-4,33,0.2,-1
C/C(=N\NC(=O)CC#N)c1cc2ccc(O)cc2oc1=O,-18,13,21,4,-1,1,-8,1.8,-1
Cn1c(=O)[nH]c(=O)c2c1nc(SCC(=O)Nc1ccccc1)n2Cc1ccccc1,22,6,1,6,-1,18,-2,3.2,-4
Cc1ccc(NC(=O)[C@@H](C)NC(=O)[C@@H]2Cc3ccccc3CN2)cc1,-6,-4,-8,5,-5,5,-11,1.6,-3
Cc1ccc2occ(/C=N/NC(=O)c3ccc(O)cc3)c(=O)c2c1,7,49,-3,15,-6,-8,43,1.9,3
CCOC(=O)c1ccc(NC(=O)COC(=O)c2cccc(Oc3ccccc3)c2)cc1,-2,28,-19,10,0,-5,10,2.4,4
Cc1nc2sc(C(c3ccccc3)N3CCOCC3)c(O)n2n1 (stereo not given),12,-5,-4,-7,-4,0,0,0.3,0
O=c1cc(O)c2sc3nc(-c4ccccc4)cc(C(F)(F)F)c3c2[nH]1,-13,-18,-15,6,-1,-2,18,-1.3,-3
Cc1nn(Cc2cccc(C(=O)Nc3ccn(Cc4c(F)c(F)cc(F)c4F)n3)c2)c(C)c1[N+](=O)[O-],10,35,17,25,1,2,15,4.7,-4
O=C(CN1CCN(S(=O)(=O)c2ccc(Br)cc2)CC1)N/N=C/c1cc([N+](=O)[O-])ccc1Cl,-29,10,9,5,-7,-16,21,0.6,3
CCN1C(=O)/C(=C2/Sc3ccc(OC)cc3N2C)SC1=Nc1cccc(O)c1,13,97*,12,14,70*,7,-5,18,1
O=C(NC(Cc1c[nH]c2ccccc12)C(=O)O)/C(=C/c1ccco1)NC(=O)c1ccccc1 (stereo not given),14,7,-13,-12,-1,-11,15,-2.0,3
CCOC(=O)N1CCN(C(=O)c2nn(-c3cc(OC)cc(OC)c3)c(=O)c3ccccc23)CC1,18,23,9,24,0,.,24,1.9,-1
CC1=C(C(=O)O)N2C(=O)C(NC(=O)c3c(F)cccc3F)C2SC1 (stereo not given),13,2,-5,6,-3,-1,1,0.9,4
COC(=O)C1=C(C(=O)OC)[C@@H]2N(C)c3ccc(OC)cc3[C@@]23C[C@@H](C(=O)OC)N(C(=O)c2ccco2)C3=N1,-13,5,-3,3,3,3,-3,0.0,-2
C[C@@H](C(=O)NC1CCN(Cc2ccccc2)CC1)N1C(=O)N2CCc3c([nH]c4ccccc34)[C@@]2(C)C1=O,1,11,2,3,1,-4,14,0.0,5
CCCN(CC1CC1)C(=O)COC(=O)c1ccc2c(c1)C(=O)N(c1ccc(OCC)cc1)C2=O,15,-18,11,12,-1,-5,15,-0.1,-2
CC(=O)c1cccc(NC(=O)CN2C(=O)C(=O)N(Cc3ccco3)C2=O)c1,17,23,-7,-3,0,-2,-5,0.6,-2
CCOC(=O)c1c(NC(=O)Cn2nnc(-c3ccc(Cl)cc3)n2)sc(CC)c1C,5,9,-6,17,-5,12,11,-3.3,-2
CCN(CC)C(=O)Nc1ccc(C(=O)OC)cc1,18,-27,-4,22,4,-15,12,0.5,-1
COc1ccccc1N(CC(=O)N1CCOCC1)S(C)(=O)=O,-1,-7,4,-2,-5,-22,6,-0.5,-2
COc1ccc(-c2cc3nc(C)cc(N4CC(C)CC(C)C4)n3n2)cc1 (stereo not given),-21,22,23,31,-2,3,45,-0.5,-4
O=C(N/C(=C/c1cccc([N+](=O)[O-])c1)C(=O)N1CCOCC1)c1ccccc1Br,6,17,-1,11,-5,31,1,0.1,0
O=C(O)c1cc(NC(=O)C2CCCO2)cc(NC(=O)C2CCCO2)c1 (stereo not given),16,2,6,22,-2,7,9,-1.4,0
CC(C)(C)NC(=O)Cn1c(SCC(=O)NC2CCCC2)nc2ccccc21,19,13,9,-5,-2,0,5,-0.9,-2
Nc1cc(N)nc(SCC(=O)NCc2ccc3c(c2)OCO3)n1,-7,9,-10,0,0,3,-7,1.9,0
Cc1ccc(CNC(=O)C(OC(=O)c2ccco2)C(C)C)cc1 (stereo not given),-10,20,-2,16,-3,-3,-2,0.8,-4

2 consecutive records already listed, for reference:
compound,APJ antag,Mdm2 MdmX PPI,TIM10 inh,tim10-1 inh,UPR XBP1 act,CXCR6 block,tim23-1 inh,UPR CHOP act,APJ agonist
COC(=O)c1cc(S(=O)(=O)Nc2cc(S(=O)(=O)N(C)C)ccc2C)oc1C,21,32,-4,-19,-1,7,4,0.1,-2
COC(=O)C1CCN(C(=O)CN2C(=O)NC3(CCC(C)CC3)C2=O)CC1 (stereo not given),6,7,-5,5,3,-1,10,1.4,-5

Next part:
compound,APJ antag,Mdm2 MdmX PPI,TIM10 inh,tim10-1 inh,UPR XBP1 act,CXCR6 block,tim23-1 inh,UPR CHOP act,APJ agonist
COc1ccccc1-n1nc(C(=O)NCc2ccco2)c2ccccc2c1=O,6,9,11,16,2,1,14,0.9,-3
CC(=O)O[C@]1(C(C)=O)CC[C@H]2[C@@H]3C=CC4=CC(=O)C=C[C@]4(C)[C@H]3CC[C@@]21C,8,-3,10,40*,-3,6,34,-2.4,2
Cc1ccnc(NC(=O)c2ccccc2NC(=O)C(C)(C)C)c1,7,24,18,32,-3,-4,26,-1.6,-4
O=C(N1CCCC1)C12CCC3CC(CC(C3)C1)C2,-4,26,-8,33,-1,-10,26,-1.8,-2
COc1ccc(/C=C/C(=O)NC(CCSC)C(=O)O)cc1 (stereo not given),4,-17,14,10,0,0,12,0.5,-3
COc1ccc(CC(=O)N[C@@H](CCSC)c2nc3ccccc3[nH]2)cc1,21,2,1,11,-1,-10,9,1.5,-2
CC1CCc2cc(F)ccc2N1S(=O)(=O)c1ccc(Cl)nc1 (stereo not given),17,-24,7,22,3,9,17,-0.9,-3
CCOC(=O)C1(Cc2cccc(F)c2)CCN(Cc2c(C)nn(CC)c2C)CC1,3,11,-13,-6,2,-7,-13,-0.9,2
